Runt-SMMHC FRET = inhibitors of RUNX1 Runt–CBFb-SMMHC binding, primary screen, biochemical, FRET, Cerulean-Runt, Venus-CBFb-SMMHC, uHTS | Runt-related transcription factor 1 (Homo sapiens) + Core-binding factor subunit beta … | Cerulean-Runt/Venus-CBFb-SMMHC FRET ratio 530/480, 1 h | inhibition, % at 20 µM | 220,000 compounds, 0.74% hits | AID 1434, 2008;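 active = mean inhibition across duplicate retests at 20 µM reaching about 50%, limit read from the data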;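 also: 0% = DMSO wells and 100% = wells with excess untagged CBFb-SMMHC; inhibitors lower the FRET ratio by blocking Runt binding to CBFb-SMMHC; some results filed as inactive read as strong as hits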
FXIa inh = human FXIa protease inhibitors, primary screen, biochemical, 1536-well | purified FXIa, Boc-Glu-Ala-Arg-AMC fluorogenic substrate | AID 798, 2007 | 220,000 compounds, 0.14% hits | inhibition, % at 5 µM | Coagulation factor XI (Homo sapiens), P03951;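 active = inhibition of at least 40%; inactive = inhibition below 40%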;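 also: fluorescence of freed AMC excited at 355 nm; 0% = enzyme without compound and 100% = no enzyme blank; many of its hits are not listed in these tables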
Target sequence (P03951 19-387 limits assumed): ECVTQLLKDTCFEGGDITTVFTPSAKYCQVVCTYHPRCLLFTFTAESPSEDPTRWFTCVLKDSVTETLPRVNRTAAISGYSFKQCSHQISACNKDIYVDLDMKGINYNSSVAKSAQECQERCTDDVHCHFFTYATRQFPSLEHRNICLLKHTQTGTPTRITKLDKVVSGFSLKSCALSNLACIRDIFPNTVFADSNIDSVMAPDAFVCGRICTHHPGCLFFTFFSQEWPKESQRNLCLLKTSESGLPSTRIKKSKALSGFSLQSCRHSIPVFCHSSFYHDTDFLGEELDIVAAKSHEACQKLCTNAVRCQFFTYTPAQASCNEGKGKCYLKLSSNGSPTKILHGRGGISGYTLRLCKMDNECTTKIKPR
Target sequence (P03951 388-625 limits assumed): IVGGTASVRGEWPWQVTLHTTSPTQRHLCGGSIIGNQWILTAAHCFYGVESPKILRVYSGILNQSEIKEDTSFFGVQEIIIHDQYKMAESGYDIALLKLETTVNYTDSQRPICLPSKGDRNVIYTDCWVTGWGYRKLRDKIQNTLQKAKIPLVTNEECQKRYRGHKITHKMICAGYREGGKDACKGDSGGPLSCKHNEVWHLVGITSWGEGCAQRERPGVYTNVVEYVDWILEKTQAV
Runt-CBFb FRET = inhibitors of RUNX1 Runt–CBFb binding, primary screen, biochemical, FRET, Cerulean-Runt, Venus-CBFb, uHTS; Runt-related transcription factor 1 (Homo sapiens) + Core-binding factor subunit beta …; Cerulean-Runt/Venus-CBFb FRET ratio 530/480, 1 h; inhibition, % at 20 µM; 220,000 compounds, 0.46% hits;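 active = inhibition over about 50% at 20 µM in the single-dose screen, limit read from the data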;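 also: 0% = DMSO wells and 100% = excess unlabeled CBFb competitor control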
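Buffer or medium: Tris pH 7.5 buffer with BSA. Assay system: Cerulean-labeled Runt domain protein. Amount: each fluorescent fusion protein 100 nM. Read-out basis: loss of energy transfer signal. Incubation: 1 h compound exposure, room temperature. Probe or stimulus: Venus-CBFb binding partner, 100 nM. Detection: FRET, excitation 422 nm, emission at 530 and 480 nm.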
FXIIa inh = human FXIIa protease inhibitors, primary screen, biochemical, 1536-well | 220,000 compounds, 0.3% hits | inhibition, % at 5 µM | purified FXIIa, Boc-QGR-AMC fluorogenic substrate, 2 h | AID 800, 2007; in the data active = inhibition above about 40%;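 also: 0% = enzyme with no compound and 100% = blank without enzyme; many of its hits are not listed in these tables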
Hck Nef HTS = inhibitors of Nef-activated human Hck kinase, primary screen, biochemical, Z-Lyte FRET, 384-well, Hck-YEEI | AID 463187, 2010 | Recombinant Hck-YEEI plus Nef, Z-Lyte FRET kinase assay | 220,000 compounds, 0.68% hits | inhibition, % at 20 µM | Tyrosine-protein kinase HCK (Homo sapiens), P08631;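 active = Hck-Nef kinase inhibition above about 50%, limit read from the data; inactive = inhibition below that limit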;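 also: 0% = DMSO with Hck plus Nef and 100% = Hck alone without Nef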
thrombin 1536 = human alpha-thrombin inhibitors, primary screen, counter-screen for coagulation protease inhibitor project, biochemical, 1536-well, fluorogenic AMC substrate; 220,000 compounds, 0.26% hits; Boc-VPR-AMC fluorogenic substrate cleavage; Prothrombin (Homo sapiens), P00734; inhibition, % at 5 µM; AID 1046, 2008;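 active = inhibition at or above 40%; inactive = inhibition below 40%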;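 also: 0% = enzyme with no compound and 100% = wells without enzyme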
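Test system: human alpha-thrombin; medium: pH 7.5 Tris-saline with Tween 20; times: reaction at room temperature; signal: AMC fluorescence at 355 nm excitation and 460 nm emission; also added: Boc-VPR-AMC substrate, 15 µM final; dosing: one concentration per compound, 5 µM, with 0.2% DMSO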
Wee1 stabilizer = Wee1 degradation inhibitors, primary screen, cell-based, HeLa, Wee1K328M-luciferase, luminescence; 220,000 compounds, 1.2% hits; HeLa Luc-Wee1K328M stability; 100% = proteasome inhibitor MG132 effect; Wee1-like protein kinase (Homo sapiens), P30291; AID 1321, 2008; reporter increase, % at 5 µM;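 active = activation above the mean of all tested compounds plus 3 SD, set per screening run, cut at about 8.8% in these data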;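 also: cells exposed to compound for 20 h before luminescence read; 0% = DMSO alone and 100% = MG132 at 30 µM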
KLK5 inh = human KLK5 protease inhibitors, primary screen, biochemical, 1536-well; 210,000 compounds, 0.59% hits; inhibition, % at 5 µM; recombinant hK5, fluorogenic AMC substrate cleavage;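 active = inhibition of 40% or more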;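 also: 0% = enzyme controls without compound and 100% = no-enzyme blanks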
Target sequence (Q9Y337 67-293 limits assumed): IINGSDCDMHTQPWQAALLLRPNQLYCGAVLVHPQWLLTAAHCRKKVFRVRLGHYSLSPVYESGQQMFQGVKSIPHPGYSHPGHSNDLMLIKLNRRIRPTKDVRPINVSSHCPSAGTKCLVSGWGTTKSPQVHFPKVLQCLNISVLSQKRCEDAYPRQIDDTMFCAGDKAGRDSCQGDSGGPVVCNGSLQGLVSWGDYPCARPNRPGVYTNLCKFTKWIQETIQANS
14-3-3 Bad PPI = inhibitors of 14-3-3 zeta/Bad binding, primary screen, biochemical, TR-FRET, bovine 14-3-3 zeta. 14-3-3 protein zeta/delta (Bos taurus), P63103. TR-FRET 14-3-3zeta/Dy647-pBad peptide displacement, 1 h. inhibition, % at 21.7 µM. 220,000 compounds, 0.71% hits. AID 781, 2007;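 active = inhibition above about 70%, limit read from the data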;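 also: 0% = full 14-3-3 plus peptide FRET controls and 100% = background without 14-3-3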
The depositor's hits bear a star; / = not tested or not shown; & = joins results of further samples; [ ] = another dose, or the depositor's remark. Not all compounds are listed. The share of hits here may be higher or lower than overall.

SMILES	Runt-SMMHC FRET	FXIa inh	Runt-CBFb FRET	FXIIa inh	Hck Nef HTS	thrombin 1536	Wee1 stabilizer	KLK5 inh	14-3-3 Bad PPI
NC(=O)CN1CC(c2ccccc2)CC1=O (stereo not drawn)	-2	10	-1	22	-2	9	-3	10	5
O=C(NC(=O)c1c(F)cccc1F)Nc1cc(Cl)c(F)c(Cl)c1F	-2	5	0	7	-1	-5	-1	2	-6
Cc1nn(C2CCOC(C)(C)C2)c2c1C(c1ccc(OC(C)C)cc1)SCC(=O)N2 (stereo not drawn)	-7	0	-4	8	1	-1	-2	1	-1
COc1ccc(CCn2c(O)c(C=NCc3ccc4c(c3)OCO4)c(=O)[nH]c2=O)cc1OC	4	-1	0	14	14	2	-2	-20	-1
COc1ccc(C[C@@H]2c3cc(O)c(OC)cc3CCN2C)cc1O	2	-2	-1	7	2	0	-2	-12	6[fluorescence artefact?]
CCc1cccc(C)c1NC(=S)N1CC2CC(C1)c1cccc(=O)n1C2 (stereo not drawn)	3	2	0	9	2	-19	1	-19	-12
CC(=O)NNC(=O)CN1C(=O)CN=C(c2ccccc2)c2cc(Br)ccc21	-3	-4	2	2	20	-1	4	-1	0
Cc1ccc(C)c(OCC(=O)N2CCN(Cc3ccc4c(c3)OCO4)CC2)c1	/	0	/	14	24	8	-1	4	-17
Cc1ccc(S(=O)(=O)Nc2cc(C(=O)N3CCC4(CC3)OCCO4)ccc2N2CCCCC2)cc1	-4	-6	-2	-2	3	-7	-2	-3	-4
C=CCN1C(=O)/C(=C/c2cccs2)C(=O)NC1=S	19	8	10	5	0	5	2	-13	22[fluorescence artefact?]
CCN(CC)c1ccc(CNCCc2ccccc2F)cc1	0	-8	3	-6	17	0	1	-27	1
C1=C(CCNCc2ccccc2)CCCC1	9	-6	2	9	-21	4	9.3*	-5	4[fluorescence artefact?]
O=C1NC(=O)N(Cc2ccc(F)cc2)C(=O)/C1=C\c1ccc(N2CCCC2)cc1	-26	1	-3	3	23	-4	2	9	-6
O=[N+]([O-])c1cc2c(cc1CNCCc1ccc3c(c1)OCO3)OCO2	0	4	12	16	1	-6	1	-5	15[fluorescence artefact?]
CCc1nc(N2CCNCC2)c(C#N)c2c1CSC(C)(C)C2	-2	-1	0	1	-2	3	7	-10	-10

Of the compounds above, 3 have fluorine:
SMILES	Runt-SMMHC FRET	FXIa inh	Runt-CBFb FRET	FXIIa inh	Hck Nef HTS	thrombin 1536	Wee1 stabilizer	KLK5 inh	14-3-3 Bad PPI
O=C(NC(=O)c1c(F)cccc1F)Nc1cc(Cl)c(F)c(Cl)c1F	-2	5	0	7	-1	-5	-1	2	-6
CCN(CC)c1ccc(CNCCc2ccccc2F)cc1	0	-8	3	-6	17	0	1	-27	1
O=C1NC(=O)N(Cc2ccc(F)cc2)C(=O)/C1=C\c1ccc(N2CCCC2)cc1	-26	1	-3	3	23	-4	2	9	-6

Other compounds follow.
SMILES	Runt-SMMHC FRET	FXIa inh	Runt-CBFb FRET	FXIIa inh	Hck Nef HTS	thrombin 1536	Wee1 stabilizer	KLK5 inh	14-3-3 Bad PPI
CCN(CC)CCNCc1nc2ccccc2c(=O)n1-c1ccc(F)cc1	3	-5	-1	2	-15	-1	-2	-6	-2
O=c1[nH]cc(COCC(F)(F)C(F)(F)C(F)(F)F)c(=O)[nH]1	2	-5	2	-4	-8	2	-1	-19	-9
CC(=O)OC1(Cc2ccccc2)CN2CCC1c1ccccc12 (stereo not drawn)	-1	1	-1	5	-2	-7	-1	-9	28
CCN(CC)P(=O)(/C=C(\Cl)c1ccccc1)/C=C(\Cl)c1ccccc1	0	-15	-2	1	19	-17	-1	-7	-10
N=C1C(c2ccccc2)=C(O)CN1Cc1ccco1	1	-6	-2	4	2	-7	2	-3	0
Fc1ccc2c(c1)nnn2C1CCN(Cc2ccccc2)CC1	-4	-1	2	9	-2	-18	-1	-17	5
CCCc1nc2ccc(Br)cc2c(=O)n1-c1ccc([N+](=O)[O-])c(C(F)(F)F)c1	3	1	-1	11	3	-3	2	-3	3
O=[N+]([O-])c1cccc(C2N3CCCN23)c1 (stereo not drawn)	-2	-4	-1	1	2	-13	-3	-5	2
O=C(CN1CCCC1)Nc1ccc(Cl)cc1C(=O)c1ccccc1	-2	-4	1	5	10	-2	-1	0	48
Cc1ccccc1-n1c(O)c(C(c2ccncc2)c2c(O)n(-c3ccccc3C)c(=O)[nH]c2=O)c(=O)[nH]c1=O	1&2	-5&-2	2&4	-4&4	12&14	-8&-1	-3&-1	-3&-3	3&1
Clc1ccc(CSC(Cn2ccnc2)c2ccc(Cl)cc2Cl)cc1 (stereo not drawn)	5	-5	-4	7	-2	/	-2	-9	-22
CC(C)(C)N1C(=O)NC(=O)/C(=C\c2ccc3c(c2)CCN3CCCCl)C1=O	-11	7	-2	26	28	4	-1	14	1
Cc1ccc(N2C(=O)NC(=O)/C(=C/c3cnn(-c4ccc(C)cc4)c3)C2=O)cc1	-75	-1	-3	6	10	-2	1	-14	-19[fluorescence artefact?]
Cc1cc(C)c(Cn2c(C(=O)O)c(C=O)c3ccccc32)c(C)c1	-3	1	-2	6	1	6	1	-10	-3
Cc1[nH]c2c(Cl)cccc2c1CCN	0	/	2	/	0	/	-1	/	/

Entries of single compounds from above.
Fc1ccc2c(c1)nnn2C1CCN(Cc2ccccc2)CC1 in the list: Runt-SMMHC FRET: -4; FXIa inh: -1; Runt-CBFb FRET: 2; FXIIa inh: 9; Hck Nef HTS: -2; thrombin 1536: -18; Wee1 stabilizer: -1; KLK5 inh: -17; 14-3-3 Bad PPI: 5
Cc1cc(C)c(Cn2c(C(=O)O)c(C=O)c3ccccc32)c(C)c1 in the list: Runt-SMMHC FRET: -3; FXIa inh: 1; Runt-CBFb FRET: -2; FXIIa inh: 6; Hck Nef HTS: 1; thrombin 1536: 6; Wee1 stabilizer: 1; KLK5 inh: -10; 14-3-3 Bad PPI: -3

(listing goes on)
SMILES	Runt-SMMHC FRET	FXIa inh	Runt-CBFb FRET	FXIIa inh	Hck Nef HTS	thrombin 1536	Wee1 stabilizer	KLK5 inh	14-3-3 Bad PPI
CCCCCCCSc1cc(OC)c(CCN(C)C)cc1OC	-6	-8	/	1	0	-6	0	0	38
CN(C)/C=C/C(=O)C(Cl)(Cl)Cl	-3	3	-1	11	10	-1	4	/	4
O=C(c1ccc(CNS(=O)(=O)c2ccccc2)cc1)N1CCC2(CC1)OCCO2	7	2	/	13	1	-2	1	-2	21
CCc1ccc(NP(=O)(Oc2ccccc2F)Oc2ccccc2F)cc1	-6	-1	-4	4	-58	0	-1	-1	-4
CCN1C(=O)C(=C2C=C(C)OC(C)=C2)C(=O)N(CC)C1=S	-45	1	-14	9	19	-10	1	6	-13
COC(=O)[C@@]1(Cc2ccc(F)cc2)[C@H]2c3cc(C(=O)N(C)C)[nH]c3C[C@H]2CN1C(=O)c1ccccc1	2	8	-2	17	-4	4	1	-4	-8
O=c1[nH]c(=S)n(C2CC2)c(O)c1/C=N/N1CCOCC1	0	9	-3	6	0	-2	2	-18	-5
COc1ccc(N2C(=O)CC(N3CCC(n4c(=O)[nH]c5ccccc54)CC3)C2=O)cc1 (stereo not drawn)	3	0	2	15	0	0	0	-16	-10[fluorescence artefact?]
CC(=O)c1c(C)n(C2CCCCC2)c2ccc(O)cc12	0	-1	1	5	43	/	-3	-5	-6
C#CC(CC)(CC)NC(=O)Nc1ccc(OCC)cc1	2	-5	0	5	-3	0	5	-8	-10
O=C(c1cccc(N2CCCC2=O)c1)N1CCC2(CC1)OCCO2	-3	-3	1	10	-2	-4	-1	-3	-8
O=Cc1c(C(=O)O)n(Cc2ccc(Cl)cc2)c2ccccc12	-14	8	-1	2	2	-5	-1	-10	0
Cc1cccc(CN2CCCC(C(=O)c3ccc(C(F)(F)F)cc3)C2)n1 (stereo not drawn)	0	-6	-5	3	23	-17	2	-3	-11
CC1=CC(=Cc2sc3ccccc3[n+]2C)C=C(C)O1	-1	-2	-8	6	-42	5	-1	7	13
C=CCOC(=O)COc1cc(C)cc2oc(=O)c3c(c12)CCC3	0	4	-6	15	1	1	3	-5	8
Cc1ccc(-n2c(O)c(/C=C/C=Nc3ccccc3)c(=O)[nH]c2=O)cc1	66*	4	19	2	0	2	-1	4	-3
COc1cccc(N2CCN(Cc3cccc(Cl)c3)CC2)c1	-1	3	-2	18	4	0	1	-6	80*
Cn1cnc([N+](=O)[O-])c1Sc1ccc([N+](=O)[O-])cc1	-2	0	7	2	0	-6	0	-2	2
O=C(c1ccccc1)C1CCCN(Cc2nc(-c3cnccn3)no2)C1 (stereo not drawn)	0	-10	-2	3	19	-6	1	-7	-13
CCOC(=O)C(O)(c1ccc(N(CC)C(=O)OC)cc1)C(F)(F)F (stereo not drawn)	-2	-5	-1	10	5	1	-2	-17	-10
C[C@H]1OC[C@@H](C[N+](C)(C)C)O1	6	1	-1	5	0	/	-3	4	11
Fc1ccccc1CNC1CN2CCC1CC2 (stereo not drawn)	2	-2	0	12	20	-5	-3	0	3
CN1CCN(c2ccc(/C=C3\C(=O)NC(=S)N(c4cccc(Br)c4)C3=O)o2)CC1	-114	13	-8	17	-105	18	-1	-4	-8

Random excerpt: 4 entries already listed, in no set order.
SMILES	Runt-SMMHC FRET	FXIa inh	Runt-CBFb FRET	FXIIa inh	Hck Nef HTS	thrombin 1536	Wee1 stabilizer	KLK5 inh	14-3-3 Bad PPI
O=C(c1ccccc1)C1CCCN(Cc2nc(-c3cnccn3)no2)C1 (stereo not drawn)	0	-10	-2	3	19	-6	1	-7	-13
COc1cccc(N2CCN(Cc3cccc(Cl)c3)CC2)c1	-1	3	-2	18	4	0	1	-6	80*
Cn1cnc([N+](=O)[O-])c1Sc1ccc([N+](=O)[O-])cc1	-2	0	7	2	0	-6	0	-2	2
C[C@H]1OC[C@@H](C[N+](C)(C)C)O1	6	1	-1	5	0	/	-3	4	11

Screens: PubChem, several laboratories
